Source: PubChem
EphB4 ephrin blk = antagonists of human EphB4-ephrin-B2 interaction; actives 0.15% (n = 97,000); EphB4 LBD / TNYL-RAW-Alexa532 peptide, fluorescence polarization; P54760; inhibition, % at 7 µM; AID 720;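 active means inhibition above the screen-wide mean inhibition plus 3 SD, cut at about 15% in these data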;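 further: 0% = DMSO wells and 100% = excess unlabeled TNYL-RAW peptide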
PostGolgi ctrl = inhibits growth of the yeast control strain; actives 5% (n = 98,000); efflux-deficient yeast background strain, growth absorbance A615, 16 h; AID 738; inhibition, % at 10 µM
LYP act = activators of human LYP (PTPN22) phosphatase. actives 0.11% (n = 96,000). Q9Y2R2. recombinant LYP, DiFMUP fluorescence; 0 = plate median, 100 = signal doubled. activation, % at 2 µM;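 active means activation at 2 µM above a set limit, the mean plus 5 SD, cut at about 37% in these data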
LYP inh 2 = LYP (human) phosphatase inhibition. inhibition, % at 2 µM. Q9Y2R2. recombinant LYP catalytic domain, DiFMUP fluorescence. actives 0.21% (n = 96,000);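 active means inhibition at 2 µM at or above a set limit, the screen mean plus 3 SD, cut at about 24% in these data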;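 further: 0% = DMSO with enzyme and 100% = enzyme fully blocked by orthovanadate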
S1P2 agonist = S1P2 (human) receptor agonism; activation, % at 4.5 µM; AID 729; O95136; actives 0.46% (n = 97,000); S1P2-expressing cell line, agonist reporter read-out; in the data active means activation above about 16%;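 further: 0% = vehicle low control and 100% = maximal reference agonist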
FAK blocker = blocks human focal adhesion kinase activity. Q05397. biochemical FAK kinase activity assay. inhibition, %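 (tested at 7 µM)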. actives 0.84% (n = 97,000); in the data active means inhibition above about 19%;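 further: 0% = DMSO and 100% = reference compound high control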
Target sequence (Q05397 whole entry, looked up): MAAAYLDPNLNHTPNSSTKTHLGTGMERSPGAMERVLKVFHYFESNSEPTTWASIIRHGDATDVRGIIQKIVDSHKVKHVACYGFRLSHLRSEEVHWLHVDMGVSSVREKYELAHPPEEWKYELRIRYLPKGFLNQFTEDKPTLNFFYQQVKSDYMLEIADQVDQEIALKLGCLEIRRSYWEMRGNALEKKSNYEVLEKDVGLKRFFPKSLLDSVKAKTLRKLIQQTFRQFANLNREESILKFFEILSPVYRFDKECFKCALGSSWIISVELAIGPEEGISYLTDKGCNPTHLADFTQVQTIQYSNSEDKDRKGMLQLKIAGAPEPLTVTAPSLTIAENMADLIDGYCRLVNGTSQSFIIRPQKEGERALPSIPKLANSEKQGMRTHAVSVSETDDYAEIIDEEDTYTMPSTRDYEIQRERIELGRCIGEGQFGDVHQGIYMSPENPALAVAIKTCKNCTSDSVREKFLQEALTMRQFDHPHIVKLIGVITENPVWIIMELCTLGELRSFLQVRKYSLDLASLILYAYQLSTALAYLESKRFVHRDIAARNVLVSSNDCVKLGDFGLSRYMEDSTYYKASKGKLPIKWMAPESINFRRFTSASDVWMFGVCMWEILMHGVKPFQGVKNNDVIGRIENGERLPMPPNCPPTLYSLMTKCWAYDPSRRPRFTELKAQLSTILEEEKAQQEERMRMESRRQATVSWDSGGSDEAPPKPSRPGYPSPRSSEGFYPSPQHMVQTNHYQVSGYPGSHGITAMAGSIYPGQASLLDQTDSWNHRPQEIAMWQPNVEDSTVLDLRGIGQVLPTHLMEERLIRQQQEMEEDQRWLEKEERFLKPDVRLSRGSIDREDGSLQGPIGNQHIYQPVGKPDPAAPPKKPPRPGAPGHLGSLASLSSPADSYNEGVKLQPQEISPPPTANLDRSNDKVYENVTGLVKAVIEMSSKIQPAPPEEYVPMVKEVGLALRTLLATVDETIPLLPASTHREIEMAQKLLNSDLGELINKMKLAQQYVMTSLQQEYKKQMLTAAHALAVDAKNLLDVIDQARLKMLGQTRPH
HIV Rev-RRE inh = inhibitors of HIV-1 Rev-RRE RNA interaction; inhibition, % at 8 µM; actives 0.79% (n = 97,000); Rev peptide-RRE RNA binding, FRET; P05866;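 active means inhibition above the screen-wide mean plus 3 SD, cut at about 35% in these data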;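 further: 0% = median DMSO wells and 100% = median Neomycin B control wells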
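Probe or stimulus: fluorescein-Rev peptide as binding partner; assay system: Cy5-tagged RRE RNA duplex with fluorescein-tagged Rev peptide; timing: 5 min compound–RNA preincubation, then 15 min with peptide, 25 °C; medium: HEPES pH 7.5 buffer with KCl, MgCl2, NaCl and EDTA; signal: fluorescein-to-Cy5 FRET, 480 nm excitation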
S1P2 antag = S1P2 (human) receptor antagonism; cell-based S1P2 antagonist assay, inhibition at 5 uM; inhibition, % at 5 µM; AID 736; actives 0.21% (n = 97,000); in the data active means inhibition above about 45%;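 further: CRE beta-lactamase reporter cells expressing human S1P2 stimulated with S1P; 0% = agonist at EC80 alone and 100% = agonist plus reference antagonist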
PostGolgi yeast = growth inhibition of a yeast mutant, post-Golgi transport screen; post-Golgi transport phenotypic cell assay; inhibition, % at 10 µM; actives 0.9% (n = 98,000); AID 739;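 further: yeast cells grown in 1536-well plates; yeast grown about 18 h at 30C before absorbance read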
* hit, by the source's call; / = no result given. Unless noted, no stated cut-off is given here; in the data, active means inhibition above about 30%; inactive means the rest. Random draw from the library; any-hit rate near 7%.

SMILES	EphB4 ephrin blk	PostGolgi ctrl	LYP act	LYP inh 2	S1P2 agonist	FAK blocker	HIV Rev-RRE inh	S1P2 antag	PostGolgi yeast
O=C(NCC(=O)N(Cc1cccs1)C(C(=O)NC1CCCCC1)c1cccnc1)c1ccco1 (stereo not drawn)	-3	/	-8	6	-4	-2	3	-10	/
CCCCOc1ccc(CSC(=N)N)cc1[N+](=O)[O-]	-7	3	10	-8	-3	6	-12	12	1
Cc1ccccc1C(=O)Nc1cccc(C#N)c1	4	/	-8	5	-1	-1	-1	-5	/
O=S(=O)(Nc1ccc(S(=O)(=O)Nc2nccs2)cc1)c1ccc2c(c1)OCCO2	-2	3	2	-3	0	2	0	-23	2
Cc1ccc(-c2cc(N)n(-c3ccccc3)n2)cc1	-3	15	-1	-2	-2	0	3	-3	-4
CCCn1c2ccc(/C(C)=N\O)cc2c2cc(/C(C)=N/O)ccc21	-3	7	3	-1	-8	3	23	-121	-2
COc1ccc(C2CCCN2C(=O)Nc2ccc(Cl)cc2)cc1OC (stereo not drawn)	-9	24	-1	-2	-3	2	6	1	4
CCOc1ncccc1C(=O)OCCN1C(=O)c2ccccc2C1=O	-3	-2	-5	2	1	1	16	-6	2
CCN1CCN(CC(=O)Nc2ccc(Cl)c(Cl)c2)C(=O)C1=O	-3	4	2	-5	-3	0	3	-6	5
Cc1cccc(-c2noc(CCCC(=O)Nc3ccc(C(N)=O)cc3)n2)c1	7	0	-2	2	-1	-1	9	1	5
O=S(=O)(NCc1cccnc1)c1cccs1	1	20	-6	3	-8	3	4	7	-2
COc1ccc(C(=O)CSc2nnc(Cc3ccccc3)o2)cc1	2	23	3	-5	-6	-2	9	8	-3
CCOC(=O)c1c(C)[nH]c(N=Nc2ccccc2C)c1C	-2	21	-9	10	-3	-1	4	-3	-3
O=C(Oc1ccc(Cl)c2cccnc12)c1ccco1	-3	12	-9	10	-1	-1	-2	-3	-5
Cc1oc(-c2ccc(Cl)cc2)nc1CSCC(=O)NCCCN1CCOCC1	9	5	4	-6	-10	-5	8	18	3
CCOC(=O)Cc1csc(NC(=O)COc2ccc(OC)cc2)n1	0	-3	0	-3	-5	3	-2	1	-16
COc1cccc(NC(=O)C(C)Oc2ccccc2)c1 (stereo not drawn)	-1	2	-3	2	-5	3	5	8	-5
N#Cc1nc(COc2ccccc2)oc1N1CCCCCC1	-4	13	-8	5	10	1	9	-14	-2
O=C(NCCc1ccccc1)C1CCCN(S(=O)(=O)c2cccc3nonc23)C1 (stereo not drawn)	-1	8	-2	4	-3	0	3	-39	-3
Cc1nc2sc3c(NCc4ccco4)ncnc3c2c2c1COC(C)(C)C2	4	28	3	-8	26*	14	7	-34	-2
Cc1ccsc1/C=C1\CCc2ccccc2C1=O	-1	14	0	0	-5	2	13	-5	3
c1ccc(-c2cnc(CSc3ncnc4sccc34)o2)cc1	4	9	0	4	-5	15	12	-8	-1
Cc1cc2cc(CCNC(=O)c3ccc(Br)o3)c(=O)[nH]c2cc1C	-2	102*	-1	-1	-5	2	6	6	4
O=C(NC1=NCCS1)c1ccc(Cl)c(S(=O)(=O)N2CCCCC2)c1	-2	10	-6	4	-4	2	-3	3	0
O=C(CCC1CCCCC1)Nc1c2c(nn1-c1ccc(F)cc1)CS(=O)(=O)C2	5	22	-9	8	-4	-6	1	10	4
N#Cc1c(-c2ccccc2)nc(N2CCOCC2)[nH]c1=O	0	/	-3	5	-4	-3	4	1	/
CCc1ccccc1NC(=O)CSc1nnc(-c2ccco2)n1N	-6	0	17	-16	-8	2	11	-8	3
O=S(=O)(c1cc(F)cc(F)c1)N1CCN(c2ncccn2)CC1	-1	13	-6	4	-10	-9	-1	-2	3
Cc1cccc(C2CC(c3ccc(F)cc3)Nc3nc(N)nn32)c1 (stereo not drawn)	/	-5	-1	0	/	/	/	/	-4
O=C(O)CCCC(=O)NCc1ccccn1	0	1	0	3	-4	4	7	-8	2
CC1(C)N([O-])C(c2ccccc2)=C[N+](=O)C1(C)C	-4	8	2	0	-3	2	7	9	-4
CC(C)CC(=O)Nc1ccc(N2CCOCC2)cc1	-4	4	-1	-2	-4	3	-1	-5	1
Cc1ccnc(N2CCC(C(=O)NCc3ccc4c(c3)OCO4)CC2)n1	0	8	0	-1	1	-1	9	28	2
Cc1ccc(-n2nnnc2SCn2nnc3ccccc3c2=O)c(C)c1	5	20	-14	17	-7	0	16	23	-2
O=C(Cn1nnc2ccccc21)NC1CCCCC1	6	5	11	-14	-12	2	7	26	9
Cc1ccccc1-n1nc2c(c1NC(=O)c1c(-c3ccccc3Cl)noc1C)CSC2	5	3	-7	5	-10	-1	8	14	8
O=C(NC1CC1)C1CCCN1S(=O)(=O)c1ccc2ccccc2c1 (stereo not drawn)	-6	3	4	-9	1	0	3	-5	-3
CCN(CC)S(=O)(=O)c1ccc2nc(COC(=O)c3n[nH]c4ccccc34)[nH]c2c1	-5	8	13	-15	-7	-2	-1	1	-8
O=S(=O)(N1CCCCC1)N1CCCN(S(=O)(=O)N2CCCCC2)CC1	2	14	12	-12	-2	1	7	-4	3
O=C(CSc1nnc(C23CC4CC(CC(C4)C2)C3)o1)Nc1ccc(N2CCOCC2)c(Cl)c1	-4	4	-6	-1	-4	-1	5	-3	2
O=C(O)CCC(=O)N1CCc2cc(S(=O)(=O)NC3CCCc4ccccc43)ccc21 (stereo not drawn)	-9	21	-3	3	-4	0	5	6	11
CS(=O)(=O)c1cccc(C(=O)Oc2ccccc2)c1	4	4	-4	1	0	7	8	4	7
O=C(NCc1cccc(C(F)(F)F)c1)c1cc(Cl)cc(Cl)c1	-4	4	8	-3	-3	2	3	-1	-13
Cc1cccc(N2CCN(C(=O)CCn3c(=S)[nH]c4cc5c(cc4c3=O)OCO5)CC2C)c1 (stereo not drawn)	1	15	-7	4	-2	6	-4	13	-6
Cc1ccc(NC(=S)N2CCC(c3nc4ccccc4s3)CC2)cc1C	-6	4	-2	4	-5	0	-3	8	14
O=S(=O)(c1ccccc1)N1CCN(S(=O)(=O)N2CCCCC2)CC1	14	-6	8	-11	-3	7	8	9	1
CC(C(=O)N1c2ccccc2CCc2ccccc21)n1nnc(-c2ccc(N(C)C)cc2)n1 (stereo not drawn)	-7	/	3	-1	-4	1	-4	-1	/
Cc1ccc(-n2c(SCC(N)=O)nnc2-c2ccccn2)cc1C	0	6	-7	10	1	-9	0	-22	-7
CCc1nc(SCC(N)=O)c2c(=O)n(C)c(=O)n(C)c2n1	-1	11	0	0	-2	-1	5	6	3
CCN1CCc2c(C#N)c(N3CCCCC3)nc(NCc3ccccc3)c2C1	1	4	10	-7	1	6	20	-7	7
COC(=O)c1ccc(NC(=O)c2ccc3c(c2)OCO3)cc1	-8	10	-2	2	-6	0	0	6	-3
Cc1cc(C(C)(C)C)ccc1OCCn1ccnc1	-3	4	6	-4	-3	0	17	-19	12
COc1ccc(C(N)=O)cc1NC(=O)CC(O)(C(F)(F)F)C(F)(F)F	-2	2	2	-2	-5	-1	2	-7	-7
Cn1c(=O)c(C(=S)NC(=O)C2CC2)c(N)n(Cc2ccccc2)c1=O	10	-6	4	2	-4	-1	4	11	/
CCN(CC)C(=O)Oc1ccccc1NC(C)=O	0	0	-10	9	-3	0	4	-4	2
O=C(c1ccncc1)N1CCN(c2cccc(C(F)(F)F)c2)CC1	-3	-11	-5	4	-2	-1	6	15	-7
CCOC(=O)c1c(N)sc(C(O)(C(F)(F)F)C(F)(F)F)c1-c1ccc(Cl)cc1	0	72*	1	1	2	-2	27	-22	-1
COc1ccc2[nH]c(=O)c(CN(C(=O)c3cccnc3)c3ccccc3OC)cc2c1	-2	8	-3	-1	-5	-5	2	-9	6
COc1cc(C2NC(=O)NC(C)=C2C(=O)OCc2ccc(C)cc2)cc(OC)c1O (stereo not drawn)	-9	-1	4	-7	-5	-3	0	-5	2
Cc1ccc(-c2cc(-c3cccc(F)c3)n[nH]2)c(O)c1	6	43*	0	-2	-5	-1	11	0	-7

Individual results from the list:
LYP act with Cc1ccccc1-n1nc2c(c1NC(=O)c1c(-c3ccccc3Cl)noc1C)CSC2 → -7
LYP inh 2 with Cc1oc(-c2ccc(Cl)cc2)nc1CSCC(=O)NCCCN1CCOCC1 → -6
S1P2 antag with Cc1ccccc1C(=O)Nc1cccc(C#N)c1 → -5

Laid out differently: results already given
canonical_smiles,EphB4 ephrin blk,PostGolgi ctrl,LYP act,LYP inh 2,S1P2 agonist,FAK blocker,HIV Rev-RRE inh,S1P2 antag,PostGolgi yeast
CCc1nc(SCC(N)=O)c2c(=O)n(C)c(=O)n(C)c2n1,-1,11,0,0,-2,-1,5,6,3
CCN1CCc2c(C#N)c(N3CCCCC3)nc(NCc3ccccc3)c2C1,1,4,10,-7,1,6,20,-7,7

Next section
SMILES	EphB4 ephrin blk	PostGolgi ctrl	LYP act	LYP inh 2	S1P2 agonist	FAK blocker	HIV Rev-RRE inh	S1P2 antag	PostGolgi yeast
Cc1ccc(C(=O)CC2(O)C(=O)Nc3ccccc32)s1 (stereo not drawn)	6	16	4	-2	-3	-1	8	12	-3
CCCOc1ccc2c(C)c(CC(=O)OC)c(=O)oc2c1	0	3	-8	7	0	4	-5	-7	17
Cc1c(NC(=O)c2ccccc2)c(=O)n(-c2ccccc2)n1C	2	/	1	-2	0	-1	4	-14	/
CCC(Sc1nc2cc3c(cc2c(=O)n1Cc1ccco1)OCO3)C(=O)Nc1ccccc1OC (stereo not drawn)	-7	26	6	-10	-6	0	3	11	-14
O=C(Nc1ccc(O)cc1)c1ccc(C(=O)c2ccccc2)o1	-4	0	11	-11	0	-3	5	-1	3
CCN(CC)c1ccc(-n2c(C)c(C(C)=O)c(C(C)=O)c2C)cc1	3	21	8	-11	-7	5	3	18	3
CC(=O)Nc1nnc(SCc2ccccc2F)s1	5	7	13	-13	-4	0	5	21	-1
CCOC(=O)c1c(C)n(C)c2ccc(OCC(O)Cn3nc(C)c(Br)c3C)cc12 (stereo not drawn)	3	/	-8	8	9	-3	10	-6	/
Cc1cc2cc(CCNC(=O)c3ccc(S(=O)(=O)N4CCOCC4)cc3)c(=O)[nH]c2cc1C	-3	0	-10	8	-7	1	2	18	-5
Fc1ccc(NC(=S)NCc2ccccn2)cc1	6	6	-4	7	-4	5	7	20	-2
CCOc1ccc(-c2nnc3sc(COc4ccc(Cl)cc4)nn23)cc1	-6	6	-2	1	-2	21*	11	-13	23
Cc1cccc(CN2C(=O)N/C(=C/c3cc(C)n(-c4ccccn4)c3C)C2=O)c1	1	7	1	2	-5	0	9	0	-1
N#CC(C#N)=C1CCc2ccccc2N1	0	/	-8	6	1	4	8	-12	/
COc1ccc(OC)c(NC(=O)CSc2ncccc2C(=O)O)c1	4	-4	-4	6	-7	2	4	-1	-4
Cc1nn(-c2ccccc2)c2sc(C(=O)NNC(=O)COc3cccc4ccccc34)cc12	1	1	0	4	-2	2	3	13	-3
COc1ccc(N(C)S(=O)(=O)c2c(C)[nH]c(=O)[nH]c2=O)c(OC)c1	10	9	-4	4	-7	0	6	19	0
CC(=O)Nc1ccc(S(=O)(=O)N2CCSC2c2ccccc2)cc1 (stereo not drawn)	-5	12	2	-3	-3	4	3	-1	-11
COc1ccc(-c2noc(-c3ccccc3C(=O)NCc3ccco3)n2)cc1OC	5	31*	0	-2	-12	-1	3	9	-2
Cc1cccc(Cn2c(N(C)CCO)nc3c2c(=O)[nH]c(=O)n3C)c1	-2	2	0	-2	-3	2	2	-3	3
COC(=O)c1nc(-n2nc(C)cc2C)ccc1Cl	2	7	4	-4	-1	-1	7	-7	0
COC(=O)CN(C#N)c1nc(SC)nc(N(C)C)n1	-5	11	3	-2	-6	1	2	-6	-2
CCOc1ccc(NCc2cc3c(C(C)(C)C)nn(-c4ccccc4)c3[nH]c2=O)cc1	3	5	-1	-2	-3	-4	1	13	-11
